SW480 rerep: inducers of DNA re-replication in SW480 colon cancer cells. 340,000 tested, 1.8% active. SW480 DNA re-replication, Hoechst DNA content imaging, 48 h. Potency, µM (series often up to 46.1 µM), for the others: at the highest dose re-replication activation, actives largely listed as activators; also: % of control where 0% means no effect; nearly all actives have a fitted effect of over 55% in size
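Per well, 250 cells were exposed to pinned compound for 48 hr. Nuclear DNA was visualised with Hoechst (40 min, 37 C) and total object intensity recorded by fluorescence scanning.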
GLP-1R inv ag: GLP-1 receptor (human) inverse agonism; P43220; HEK293 GLP-1R CRE-luciferase, luminescence, 24 h; GLP-1R form is constitutively active; Potency, µM (titrated, usually from 38.3 µM), without a hit: at the top dose activity change, negative = inhibition, most hits filed as inhibitors; 410,000 tested, 1.6% active; AID 624417; also: % is scaled to controls: 0 for no effect and ±100 for the full control effect; nearly all actives have a fitted effect of over 55% in size
Target sequence (P43220 whole entry, looked up): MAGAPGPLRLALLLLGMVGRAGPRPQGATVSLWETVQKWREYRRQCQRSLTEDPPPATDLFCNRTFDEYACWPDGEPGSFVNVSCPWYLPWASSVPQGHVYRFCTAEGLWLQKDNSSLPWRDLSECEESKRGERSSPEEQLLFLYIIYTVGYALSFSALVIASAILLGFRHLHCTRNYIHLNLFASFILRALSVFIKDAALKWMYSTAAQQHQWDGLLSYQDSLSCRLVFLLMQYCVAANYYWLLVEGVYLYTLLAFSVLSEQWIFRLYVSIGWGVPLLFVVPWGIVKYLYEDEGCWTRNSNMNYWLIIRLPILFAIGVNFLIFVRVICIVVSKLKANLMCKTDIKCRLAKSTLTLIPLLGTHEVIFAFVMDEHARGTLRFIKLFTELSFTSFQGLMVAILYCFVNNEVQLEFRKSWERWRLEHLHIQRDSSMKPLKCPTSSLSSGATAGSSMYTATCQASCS
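Constitutively active GLP-1R drives a cAMP-responsive luciferase in stably transfected HEK293 cells; test compounds are added after overnight (12 h) attachment and left 24 hr, and signal loss in luminescence marks inhibition.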
TDP-43 yeast inh: rescues yeast growth from TDP-43 toxicity; TDP-43 expressing yeast growth rescue, BacTiter-Glo, 24 h; 410,000 tested, 1.8% active; Potency, µM (top dose mostly 46.1 µM), without a hit: at the top dose growth rescue (activation), most hits filed as activators; also: % of control where 0% means no effect; nearly all actives have a fitted effect of over 50% in size
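Yeast cells expressing TDP-43 under galactose induction are exposed to compounds for 24 hr at 30 deg C. BacTiter-Glo luminescence measures growth, so protective compounds score as activators.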
HT1080 IDH1KD tx: toxicity to HT-1080 IDH1 knockdown cells (counter line). HT-1080 IDH1 knockdown viability, ATP luminescence, 48 h. Potency, µM (series often up to 46.1 µM), without a hit: at the highest dose activity, negative = toxicity, hits mostly cytotoxic. 360,000 tested, 2% active. AID 686971;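 also: 0% = DMSO wells and -100% = cell-free medium wells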
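IDH1KD HT-1080 cells, 750/well, RPMI + 5% FBS; compound pinned after 2 h settling; 48 h, 37 °C; CellTiter-Glo luminescence; % activity normalised to DMSO and no-cell wells; curves fitted, classed by r2 and efficacy.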
HT1080-NT tox: kills 2HG-producing HT-1080-NT fibrosarcoma cells. Potency, µM (titrated, usually from 46.1 µM), without a hit: at the top dose activity, negative = less viability, usual class: cytotoxic. HT-1080-NT fibrosarcoma viability, CellTiter-Glo ATP luminescence, 48 h. 360,000 tested, 1.6% active;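 also: NT is the 2HG producing partner of a matched IDH1 knockdown line; 0% = DMSO-treated cells and -100% = media-only wells without cells; nearly all actives have a fitted effect of over 55% in size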
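Viability of the 2HG-overproducing fibrosarcoma line after 48 hours of compound exposure at 37 degrees C was determined by luminescence with CellTiter-Glo, and concentration-effect curves were then fitted and categorized.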
GLP1R ag: GLP-1 receptor (human) agonism | P43220 | HEK293 GLP-1R CRE-luciferase, luminescence, 4-6 h; cells express a hypersensitive GLP-1R form | Potency, µM (top dose mostly 45.6 µM), without a hit: at the highest dose activation, actives largely listed as activators | 380,000 tested, 0.007% active | AID 624172; also: % of control where 0% means no effect
KB-V1 MDR tox: kills drug-selected multidrug resistant KB-V1 cells. 400,000 tested, 3.4% active. Potency, µM (doses to about 46.1 µM), for inactives: top-dose activity change, negative = cytotoxicity, most hits filed as cytotoxic. KB-V1 MDR cells viability, CellTiter-Glo, 72 h. AID 1347076; also: % is scaled to controls: 0 for no effect and ±100 for the full control effect; nearly all actives have a fitted effect of over 60% in size
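Drug-selected KB-V1 cells, grown in DMEM lacking phenol red with 10% FBS, receive compound titrations; after three days at 37 degrees C, surviving cell ATP is quantified by CellTiter-Glo luminescence and responses normalized and curve-fitted.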
GLP1R cytotox: cytotoxicity counter-screen for GLP-1 receptor inverse agonists | HEK293 cAMP-luciferase reporter cells, luminescence, 24 h | Potency, µM (series often up to 38.3 µM), for the others: at the top dose activity change, negative = inhibition, usual class: inhibitors | 410,000 tested, 0.13% active;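 also: loss of luciferase light is scored as toxicity; % is scaled to controls: 0 for no effect and ±100 for the full control effect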
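MLSMR compounds, 24 hr on cells at 37 deg C/5% CO2; luminescence after luciferase reagent (12 min RT). Inhibition counted as the undesired cytotoxic outcome.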
KB-3-1 cytotox: kills parental KB-3-1 adenocarcinoma cells; KB-3-1 viability, CellTiter-Glo ATP luminescence, 72 h; Potency, µM (highest dose often 46.1 µM), for inactives: at the top dose activity change, negative = cytotoxic, usual class: cytotoxic; 400,000 tested, 1.4% active; AID 1347075; also: % is scaled to controls: 0 for no effect and ±100 for the full control effect; nearly all actives have a fitted effect of over 60% in size
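Parental KB-3-1 adenocarcinoma cells in phenol-red-free DMEM with 10% FBS were pin-treated with compounds at several concentrations, incubated 72 h at 37 °C, and viability read by CellTiter-Glo luminescence; concentration-effect curves were fitted after normalization.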
* = called active by the depositor; ? = inconclusive; / = no result given; & = joins results of further samples; ! = not active in a repeat; [ ] = remark or other dose. Calls follow the shape of the dose curve; as a rule, active = well fitted curve in the direction sought with a large enough effect; inconclusive = small, poorly fitted or top-dose-only effect, or another doubt; inactive = no such curve, though single readings can be large; an effect the other way counts as inactive or inconclusive. Potency is read from the fitted curve at half-maximal effect. Compounds as they come; any-hit rate near 9.4%.

Key to letters – A = SW480 rerep; B = GLP-1R inv ag; C = TDP-43 yeast inh; D = HT1080 IDH1KD tx; E = HT1080-NT tox; F = GLP1R ag; G = KB-V1 MDR tox; H = GLP1R cytotox; I = KB-3-1 cytotox
O=C(Cn1nc(C(=O)O)c2ccccc2c1=O)c1cc(F)ccc1F
  A = 3%	B = 5%	C = ?	D = 7%	E = 8%	F = -3%	G = 0%	H = 4%	I = 19%
COC(=O)C1=C(C(=O)OC)[C@]2([C@@H]3CC=CCN[C@@H](Cc4ccccc4)C(=O)N3Cc3ccccc3)C=C[C@H]1O2
  A = -5%[9.22 µM]	B = ?	C = 19%	D = 6%	E = 9%	F = -1%	G = 0%	H = -9%	I = -6%
CCN1C[C@@H]2[C@@H]3C(=O)N(Cc4ccccc4)C(=O)[C@@H]3[C@](CC)(C1=O)N2C(=O)c1ccc(Cl)c(Cl)c1
  A = 8%	B = ?	C = -3%	D = -4%	E = -8%	F = -5%	G = 0%	H = -16%	I = -4%
O=C(COC(=O)c1ccc(Br)cc1)NCC1CCCO1 (stereo not drawn)
  A = 0%	B = 4%	C = 8%	D = 0%	E = -4%	F = 27%	G = 0%	H = 20%	I = 17%
O=C(C#Cc1ccccc1)Nc1ccc(F)cc1
  A = ?	B = ?	C = ?	D = 18µM*	E = 16µM*	F = 1%	G = 1%	H = -17%	I = ?
O=C(O)C(Cc1c[nH]c2ccccc12)NS(=O)(=O)c1cccc2nsnc12 (stereo not drawn)
  A = -6%	B = 10%	C = 4%	D = 7%	E = 4%	F = -3%	G = 29%	H = -2%	I = 0%
COc1ccc(-c2noc(CCC(=O)N(C)c3cc(Cl)ccc3OC)n2)cc1
  A = /	B = ?	C = 19%	D = /	E = /	F = 1%	G = 0%	H = -5%	I = -3%
CCc1cccc(NC(=S)N(CCOC)C(C)c2ccco2)c1 (stereo not drawn)
  A = -1%	B = ?	C = 6%	D = -6%	E = -2%	F = 5%	G = -22%	H = -4%	I = -8%
O=C(COc1ccccc1[N+](=O)[O-])Nc1ccc(NC(=O)c2cc3ccccc3o2)cc1
  A = -39%	B = ?	C = 15%	D = -22%	E = -10%	F = 8%	G = 5%	H = -21%	I = -4%
O=C(Cn1ncc2c3ccccc3n(Cc3cccc(Cl)c3)c2c1=O)NCCCN1CCCCC1
  A = /	B = -22%	C = 6%[9.22 µM]	D = /	E = /	F = /	G = ?	H = -5%	I = 2%
CCC(C)NC(=O)Cn1c(-c2ccccc2)cc(C(C)=O)c1C (stereo not drawn)
  A = 1%	B = 18%	C = 14%	D = 1%	E = 1%	F = 4%	G = 2%	H = 2%	I = 2%
CN(C)C(=O)COC(=O)c1cccc(CN2C(=O)c3ccccc3C2=O)c1
  A = 0%	B = 21%	C = 27%	D = 0%	E = 7%	F = 10%	G = 7%	H = -1%	I = ?
O=C(NCc1cccc(F)c1)c1ccc(NC(=O)c2nsc3ccccc23)cc1
  A = /	B = -15%	C = 9%	D = /	E = /	F = /	G = 3%	H = -10%	I = -8%
COc1ccc(CC(NC(C)=O)C(=O)NC2CCN(C(=O)c3ccc(Cl)cc3)CC2)cc1 (stereo not drawn)
  A = -2%	B = 7%	C = -6%	D = 5%	E = -3%	F = 5%	G = 3%	H = -21%	I = -3%
O=C(COC(=O)c1cc(Cl)cc(Cl)c1)NCCN1C(=O)CSC1=O
  A = -38%[inhibitor]	B = 3%	C = -8%	D = -1%	E = -1%	F = 0%	G = -5%	H = 4%	I = 6%
CC(=O)OC1CCC2C3CCc4cc(OP(=O)(N5CC5)N5CC5)ccc4C3CCC12C (stereo not drawn)
  A = /	B = 26%	C = 0%	D = 1%	E = 4%	F = 12%	G = -16%	H = 3%	I = -19%
COCCNC(=O)C1(C)CCCN(CC(=O)c2ccc(OC)cc2)C1 (stereo not drawn)
  A = /	B = -22%	C = 13%	D = 13%	E = 13%	F = -6%	G = 22%	H = -3%	I = 0%
O=C(C1CCCCC1)N1C[C@H](n2cc(-c3ccc(F)cc3)nn2)[C@@H](O)C[C@@H]1c1ccccc1
  A = /	B = -11%	C = 16%	D = -1%	E = 4%	F = -1%	G = 18%	H = 13%	I = 19%
COc1ccc(NC(=O)c2cccn(CC=C(C)C)c2=O)cc1
  A = -7%	B = ?	C = ?	D = -22%	E = 0%	F = 16%	G = -7%	H = 0%	I = -2%
CCc1ccc(CCC(=O)Nc2nccs2)o1
  A = -1%	B = 15%	C = ?	D = 4%	E = 10%	F = 4%	G = 5%	H = 2%	I = 7%
COc1ccc(-c2noc(CSc3nnc(-c4ccccc4)n3C)n2)cc1
  A = -2%	B = -12%&0%	C = ?	D = -14%	E = 6%	F = -4%	G = 15µM*!	H = -4%&-27%	I = -4%&-23%
CCN(CC)CCCNC(=O)c1cc(Nc2ccc(OC)cc2OC)nc2ccccc12
  A = -4%	B = ?	C = 11%	D = -10%	E = -19%	F = 6%	G = -1%	H = 2%	I = 2%
COCCCN(C(=O)Nc1cccc(Cl)c1)C(C)c1ccccn1 (stereo not drawn)
  A = -14%	B = -30%	C = 8%	D = -6%	E = -2%	F = 1%	G = -27%	H = -23%	I = -2%
Cn1c(SCC(=O)NCc2ccco2)nnc1C1CC1
  A = 2%	B = -11%	C = 13%	D = 0%	E = -1%	F = 8%	G = 10%	H = -13%	I = 2%
COc1cccc(CNC(=O)CCC2CCCN(c3cc(C)nc(N4CCCC4)n3)C2)c1 (stereo not drawn)
  A = -3%	B = ?	C = -15%	D = 21%	E = 3%	F = 2%	G = -22%	H = ?	I = 8%

Continued, starting with the last 3 of the part before.
Key to letters – A = SW480 rerep; B = GLP-1R inv ag; C = TDP-43 yeast inh; D = HT1080 IDH1KD tx; E = HT1080-NT tox; F = GLP1R ag; G = KB-V1 MDR tox; H = GLP1R cytotox; I = KB-3-1 cytotox
COCCCN(C(=O)Nc1cccc(Cl)c1)C(C)c1ccccn1 (stereo not drawn)
  A = -14%	B = -30%	C = 8%	D = -6%	E = -2%	F = 1%	G = -27%	H = -23%	I = -2%
Cn1c(SCC(=O)NCc2ccco2)nnc1C1CC1
  A = 2%	B = -11%	C = 13%	D = 0%	E = -1%	F = 8%	G = 10%	H = -13%	I = 2%
COc1cccc(CNC(=O)CCC2CCCN(c3cc(C)nc(N4CCCC4)n3)C2)c1 (stereo not drawn)
  A = -3%	B = ?	C = -15%	D = 21%	E = 3%	F = 2%	G = -22%	H = ?	I = 8%
CC(=O)Oc1cc(C)cc2oc(=O)cc(-c3ccccc3)c12
  A = 4%	B = -11%	C = 6%	D = ?	E = -26%	F = 20%	G = -3%	H = -5%	I = -7%
CC(C)(C)C(=O)NCCN1C(=O)S/C(=C\c2ccc([N+](=O)[O-])cc2)C1=O
  A = -33%[inhibitor]	B = ?	C = -5%	D = -19%	E = -23%	F = -1%	G = 0%	H = -15%	I = -1%
CCCCC(=O)N1CCCC(C)C1 (stereo not drawn)
  A = -13%	B = 2%	C = -7%	D = 4%	E = 7%	F = 13%	G = 0%	H = 393%[activator]	I = 12%
COc1ccccc1NC(=O)CSc1nnc(COc2ccccc2C)o1
  A = -9%	B = -23%	C = ?	D = 3%	E = 21%	F = 15%	G = 11%	H = -19%	I = 16%
O=C(Sc1ccccc1)c1cccc(Cn2cc(C(F)(F)F)ccc2=O)c1
  A = 18%	B = ?	C = -1%	D = 23µM*	E = 18µM*	F = -3%	G = ?	H = -12%	I = 2%
CCCCOc1ccccc1C1C(C(N)=O)=C(C)Nc2nnnn21 (stereo not drawn)
  A = -5%	B = 1%	C = -13%	D = 27%	E = -2%	F = -6%	G = 15%	H = 9%	I = 3%
Cc1ccc(C(=O)CC2C(=O)N(c3ccccc3)C(=S)N2c2ccccc2)cc1 (stereo not drawn)
  A = -4%	B = ?	C = -23%	D = -12%	E = -12%	F = -4%	G = -22%	H = 0%	I = -5%
O=C(c1cc(C2CC2)on1)N1CCN(C(c2ccccc2)c2ccccc2)CC1
  A = 2%	B = -16%	C = 4%	D = 13%	E = 11%	F = -5%	G = 9%	H = 1%	I = 3%
Cc1cc(C(=O)CSc2nnc(Nc3ccccc3F)s2)c(C)n1CC1CCCO1 (stereo not drawn)
  A = 17%	B = ?	C = 27%	D = -13%	E = -15%	F = 0%	G = -2%	H = -5%	I = -4%
CCCNC(=O)C(Cc1ccc(C(F)(F)P(=O)(OCC)OCC)cc1)NC(=O)c1ccc(C#N)cc1 (stereo not drawn)
  A = -4%	B = 19%	C = 10%	D = -1%	E = -1%	F = 3%	G = -15%	H = 5%	I = 0%
COC(=O)c1cc(CSC(=N)N)ccc1OCCC(C)C
  A = 225%	B = 10µM*	C = -10%	D = ?	E = ?	F = 14%	G = -19%	H = ?	I = -13%
C(=N\n1cnnc1)/c1ccc(-c2ccccc2)cc1
  A = 1%[9.22 µM]	B = 83%[activator]	C = ?	D = -2%	E = 8%	F = 4%	G = ?	H = -11%	I = ?
O=C(COC(=O)/C=C/c1cccc(Cl)c1)NCCC1=CCCCC1
  A = 1%	B = 9%	C = 16%	D = 4%	E = 1%	F = 2%	G = 27%	H = 20%	I = -2%
O=[N+]([O-])c1ccc(Cc2cncc(O)c2)cc1
  A = -6%	B = 15%	C = 22%	D = 5%	E = 8%	F = -5%	G = -6%	H = 3%	I = 0%
Cc1ccnc2c(N3C(=O)C4C5C=CC(C5)C4C3=O)cccc12 (stereo not drawn)
  A = -6%	B = 20%	C = 24%	D = 11%	E = 5%	F = -3%	G = -8%	H = -14%	I = -3%
C=CCNc1nc(Nc2ccc([N+](=O)[O-])cc2)nc(OC)n1
  A = -1%	B = 9%	C = 11%	D = -3%	E = -7%	F = 4%	G = -2%	H = -1%	I = 2%
CCN(CC)c1ccc(NC(=O)CSC(=O)c2ccccc2)cc1
  A = ?	B = 7%	C = 12%	D = -20%	E = -15%	F = -9%	G = -11%	H = 3%	I = -20%
CC(C)(NC(=O)c1ccccc1)c1nc2ccccc2s1
  A = -10%	B = -9%	C = ?	D = 1%	E = 2%	F = 8%	G = 3%	H = 1%	I = 20%
